ASK1 inh = ASK1 kinase inhibitors, primary screen, biochemical, AlphaScreen | AlphaScreen MKK6 phosphorylation by ASK1, luminescence | inhibition, % at 7.44 µM | hit rate 0.99% among 22,000 | AID 1159602, 2016 | Mitogen-activated protein kinase kinase kinase 5 (Homo sapiens), Q99683; in the data active means inhibition above about 35%;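 further: 0% = median of compound wells and 100% = no enzyme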
Target sequence (Q99683 whole entry, looked up): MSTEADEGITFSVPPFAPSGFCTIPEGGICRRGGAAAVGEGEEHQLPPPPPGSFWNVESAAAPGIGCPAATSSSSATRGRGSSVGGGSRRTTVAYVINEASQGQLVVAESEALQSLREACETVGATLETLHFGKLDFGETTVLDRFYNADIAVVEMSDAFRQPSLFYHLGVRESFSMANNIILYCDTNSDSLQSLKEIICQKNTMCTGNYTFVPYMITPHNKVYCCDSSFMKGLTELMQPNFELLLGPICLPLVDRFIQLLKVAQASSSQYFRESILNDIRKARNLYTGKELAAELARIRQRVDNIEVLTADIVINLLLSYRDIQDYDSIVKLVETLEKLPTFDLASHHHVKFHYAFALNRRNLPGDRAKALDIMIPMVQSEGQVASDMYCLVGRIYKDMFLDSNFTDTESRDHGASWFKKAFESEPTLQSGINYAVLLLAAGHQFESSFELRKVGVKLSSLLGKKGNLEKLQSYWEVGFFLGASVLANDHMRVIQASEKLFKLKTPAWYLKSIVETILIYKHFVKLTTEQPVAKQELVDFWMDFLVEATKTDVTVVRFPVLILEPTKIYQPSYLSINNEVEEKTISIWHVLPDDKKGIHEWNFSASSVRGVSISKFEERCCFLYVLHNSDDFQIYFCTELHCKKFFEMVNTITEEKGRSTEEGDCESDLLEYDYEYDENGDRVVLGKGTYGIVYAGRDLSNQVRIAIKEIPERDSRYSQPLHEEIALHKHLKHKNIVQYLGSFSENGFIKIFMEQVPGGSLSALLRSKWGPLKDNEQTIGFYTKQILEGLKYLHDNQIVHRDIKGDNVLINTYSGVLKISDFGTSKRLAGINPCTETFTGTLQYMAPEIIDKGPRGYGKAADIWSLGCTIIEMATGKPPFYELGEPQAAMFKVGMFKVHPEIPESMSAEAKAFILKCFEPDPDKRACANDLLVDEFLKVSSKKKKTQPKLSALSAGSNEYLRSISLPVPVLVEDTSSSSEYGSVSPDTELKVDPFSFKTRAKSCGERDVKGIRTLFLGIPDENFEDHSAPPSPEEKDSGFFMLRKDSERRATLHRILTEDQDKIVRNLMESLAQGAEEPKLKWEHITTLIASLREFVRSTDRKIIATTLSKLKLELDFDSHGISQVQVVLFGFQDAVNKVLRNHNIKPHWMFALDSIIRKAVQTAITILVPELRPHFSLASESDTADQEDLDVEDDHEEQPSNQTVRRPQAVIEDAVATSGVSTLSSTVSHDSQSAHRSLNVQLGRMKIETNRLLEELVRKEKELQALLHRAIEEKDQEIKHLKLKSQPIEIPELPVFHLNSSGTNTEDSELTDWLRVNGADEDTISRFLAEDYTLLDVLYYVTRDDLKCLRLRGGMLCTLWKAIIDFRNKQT
ULK1 inh = ULK1 kinase inhibitors, primary screen, biochemical, AlphaScreen; AlphaScreen Atg13 phosphorylation by ULK1, luminescence; inhibition, % at 5.96 µM; hit rate 1.9% among 30,000; AID 1259251, 2017; in the data active means inhibition above about 43%;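 further: 0% = median of compound wells and 100% = no enzyme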
* marks the source's active call; other numbers are inactive results. This is a random part of the collection. Share with any hit: about 2.8%.

Screening CN1CCN(c2ccc(-c3cccc(C(=O)NC4CCN(Cc5ccccc5)CC4)n3)cc2)CC1 returned ASK1 inh 2 and ULK1 inh -2.
Screening COc1ccc(CCNc2cc(-c3ccc(OC)nc3)ncn2)cc1 returned ASK1 inh -5 and ULK1 inh -1.
c1ccc(Nc2ccnc(Nc3nccc4ccccc34)n2)cc1 was read as ASK1 inh -14 and ULK1 inh -3.
COc1ccc2c(c1)CC(C(=O)Nc1ccc(-c3ccnc(N)n3)cc1OCCN(C)C)CO2 (centres undefined) was read as ASK1 inh -12 and ULK1 inh -5.
Screening O=C(NCc1cccc(C(F)(F)F)c1)c1csc(NCCCN2CCCC2=O)n1 returned ASK1 inh -4 and ULK1 inh -6.
`c1ccc(CNc2nc(-c3cccs3)nc3nc[nH]c23)cc1` gave ASK1 inh -5 and ULK1 inh -4.
c1ccc(-c2cc(Nc3ncccn3)nc(-c3ccccn3)n2)cc1 was read as ULK1 inh -14.
Screening O=C(O)CN(CC(=O)O)Cc1cc2c(cc1O)Oc1cc(O)c(CN(CC(=O)O)CC(=O)O)cc1C21OC(=O)c2ccccc21 returned ULK1 inh 15.
CC(=O)Nc1ccc(Nc2nc(NC3CCN(Cc4ccccc4)CC3)nc3c2ncn3-c2ccsc2)cc1 was read as ASK1 inh -3 and ULK1 inh 1.
Screening O=C(NCCCN1CCCC1=O)c1ccc2nc(Oc3ccccc3)sc2c1 returned ASK1 inh 8 and ULK1 inh 20.
Screening CC(C)N(CCNc1ccnc(-c2ccc(C(=O)N3CCN(C)CC3)cc2)n1)C(C)C returned ASK1 inh -18 and ULK1 inh -5.
Screening CCN(CC)C(=O)C1CCCN(c2nc3ccc(C(=O)NCCN(C(C)C)C(C)C)cc3s2)C1 (centres undefined) returned ASK1 inh -9 and ULK1 inh -6.

Random excerpt: six compounds from above.
Screening O=C(O)CN(CC(=O)O)Cc1cc2c(cc1O)Oc1cc(O)c(CN(CC(=O)O)CC(=O)O)cc1C21OC(=O)c2ccccc21 returned ULK1 inh 15.
Screening CCN(CC)C(=O)C1CCCN(c2nc3ccc(C(=O)NCCN(C(C)C)C(C)C)cc3s2)C1 (centres undefined) returned ASK1 inh -9 and ULK1 inh -6.
CC(=O)Nc1ccc(Nc2nc(NC3CCN(Cc4ccccc4)CC3)nc3c2ncn3-c2ccsc2)cc1 was read as ASK1 inh -3 and ULK1 inh 1.
c1ccc(-c2cc(Nc3ncccn3)nc(-c3ccccn3)n2)cc1 was read as ULK1 inh -14.
COc1ccc2c(c1)CC(C(=O)Nc1ccc(-c3ccnc(N)n3)cc1OCCN(C)C)CO2 (centres undefined) was read as ASK1 inh -12 and ULK1 inh -5.
`c1ccc(CNc2nc(-c3cccs3)nc3nc[nH]c23)cc1` gave ASK1 inh -5 and ULK1 inh -4.

The listing picks up with the 4 entries that preceded the break.
CC(=O)Nc1ccc(Nc2nc(NC3CCN(Cc4ccccc4)CC3)nc3c2ncn3-c2ccsc2)cc1 was read as ASK1 inh -3 and ULK1 inh 1.
Screening O=C(NCCCN1CCCC1=O)c1ccc2nc(Oc3ccccc3)sc2c1 returned ASK1 inh 8 and ULK1 inh 20.
Screening CC(C)N(CCNc1ccnc(-c2ccc(C(=O)N3CCN(C)CC3)cc2)n1)C(C)C returned ASK1 inh -18 and ULK1 inh -5.
Screening CCN(CC)C(=O)C1CCCN(c2nc3ccc(C(=O)NCCN(C(C)C)C(C)C)cc3s2)C1 (centres undefined) returned ASK1 inh -9 and ULK1 inh -6.
Cc1nn(C)c(C)c1-c1nccc(NCCN(C(C)C)C(C)C)n1 was read as ASK1 inh -29 and ULK1 inh -8.
Cc1ccc2nc3c(cc(C#N)c(=N)n3C(C)C)c(=O)n2c1 was read as ULK1 inh 1.
For C[C@H]1O[C@@H](O[C@H]2[C@@H](O)C[C@H](O[C@H]3[C@@H](O)C[C@H](O[C@H]4CC[C@@]5(C)[C@H](CC[C@@H]6[C@@H]5C[C@@H](O)[C@]5(C)[C@@H](C7=CC(=O)OC7)CC[C@]65O)C4)O[C@@H]3C)O[C@@H]2C)C[C@H](O)[C@@H]1O the results were ULK1 inh -7.
`CC(C)(C)C(=O)N1CCN(c2nc(-c3ccccc3)c(S(C)(=O)=O)cc2C#N)CC1` gave ULK1 inh 3.
For Cc1cc(C)cc(NC(=O)Cn2c(-c3nnc(C)o3)cc3ccccc32)c1 the results were ULK1 inh 9.
Nc1nc(NCCCN2CCCC2=O)cc(Nc2nccc3ccccc23)n1 was read as ASK1 inh -8 and ULK1 inh -9.
Screening Cn1c(=O)[nH]c(N2CCCCCC2)c(Cc2ccc(C#N)cc2)c1=O returned ULK1 inh 5.
`COc1ccc(CCNc2ccnc(Cl)n2)cc1` gave ASK1 inh 6 and ULK1 inh -14.
`CC(C)N(CCNc1nc(-c2ccccc2)nc2nc[nH]c12)C(C)C` gave ASK1 inh 0 and ULK1 inh 5.
Cc1cc(=O)[nH]c(-n2nc(C)cc2NC(=O)C23CC4CC(CC(C4)C2)C3)n1 was read as ULK1 inh 2.
Screening Cc1cccc(-c2cc(Nc3ccc(OCCN4CCCCC4)cc3)ncn2)c1 returned ASK1 inh -21 and ULK1 inh -11.
`COc1cc2nc(Nc3cnccn3)nc(NCc3cccc(C(F)(F)F)c3)c2cc1OC` gave ASK1 inh 1 and ULK1 inh -26.
For O=C1CCC(C(=O)O)N1 (centres undefined) the results were ULK1 inh 10.
CC(C)n1c(-c2csc3ccccc23)nc2c(NCCc3ccc(O)cc3)ncnc21 was read as ASK1 inh 0 and ULK1 inh -40.
COc1ccc(-c2nccc(N)n2)cc1 was read as ASK1 inh 2 and ULK1 inh -12.
Screening CC(C)n1c(-c2cccs2)nc2c(NCCc3ccc(O)cc3)ncnc21 returned ASK1 inh 9 and ULK1 inh -13.
For COc1ccc(-c2nc(NCc3ccccc3)c3ncn(Cc4ccc(C(F)(F)F)cc4)c3n2)cc1 the results were ASK1 inh -10 and ULK1 inh -16.
`COC(=O)C(CCSC(F)(F)F)NC(=O)OC(C)(C)C` (centres undefined) gave ULK1 inh 0.
c1nc(Nc2ccc(N3CCOCC3)cc2)c2[nH]c(NCCN3CCOCC3)nc2n1 was read as ASK1 inh -30 and ULK1 inh 18.
Screening O=C(NCc1ccccc1)c1cc(NC2CCN(Cc3ccccc3)CC2)nc2ccccc12 returned ASK1 inh -8 and ULK1 inh -1.
Screening c1ccc(Oc2ccc(Nc3ccnc(-c4csc5ccccc45)n3)cc2)cc1 returned ASK1 inh 2 and ULK1 inh -4.
For COc1ccc(CCNc2cc(C)nc(Nc3cc(OC)c(OC)c(OC)c3)n2)cc1 the results were ASK1 inh 11 and ULK1 inh -10.
`NC(=O)c1cncc(-c2cccs2)c1` gave ASK1 inh 2 and ULK1 inh -4.
Screening COc1ccc(-c2nc(Nc3ccc(N4CCOCC4)cc3)c3ncn(Cc4ccc(C(F)(F)F)cc4)c3n2)cn1 returned ASK1 inh -4 and ULK1 inh 1.
For Cc1ccc(S(=O)(=O)NC(=O)NN2CC3CCCC3C2)cc1 (centres undefined) the results were ULK1 inh -1.
For CCN1C(=O)c2cccc3c(NC(=O)c4cc5cccc(OC)c5o4)ccc1c23 the results were ULK1 inh 7.
COc1cc(NC(=O)c2ccc3nc(Nc4ccccn4)sc3c2)cc(OC)c1OC was read as ASK1 inh 16 and ULK1 inh 30.
Screening c1nc2nc(N3CCC(N4CCOCC4)CC3)nc(NC3CC3)c2[nH]1 returned ASK1 inh 10 and ULK1 inh -1.
`COc1ccc(Nc2nc(NCC3CCCO3)c3[nH]cnc3n2)cc1` (centres undefined) gave ASK1 inh 2 and ULK1 inh 12.
For Cc1c(OCC(F)(F)F)ccnc1CS(=O)c1nc2ccccc2[nH]1 (centres undefined) the results were ULK1 inh -13.
c1ccc2oc(CCc3nc4ccccc4o3)nc2c1 was read as ULK1 inh -10.
For C=CCNc1cc(-c2ccccc2F)nc(-c2ccncc2)n1 the results were ULK1 inh -16.
CCCNc1nc(Nc2cc(OC)c(OC)c(OC)c2)nc2c1ncn2-c1ccsc1 was read as ASK1 inh 12 and ULK1 inh 0.
Screening O=C(NCc1ccccc1)c1cncc(-c2csc3ccccc23)c1 returned ASK1 inh -13 and ULK1 inh -9.
Screening O=C(NC1CCN(Cc2ccccc2)CC1)c1csc(Nc2ccccc2)n1 returned ASK1 inh -18 and ULK1 inh 3.
Screening O=C(Nc1cc(C(F)(F)F)c(-c2ccncc2)cc1F)C1COc2ccccc2O1 (centres undefined) returned ASK1 inh 0 and ULK1 inh -5.
COc1cc(NC(=O)c2cc(N3CCC(N4CCOCC4)CC3)nc3ccccc23)cc(OC)c1OC was read as ASK1 inh 6 and ULK1 inh -9.
For C/C(=C\C(=O)OCCCCCCCCC(=O)O)C[C@@H]1OC[C@H](C[C@@H]2O[C@H]2[C@@H](C)[C@H](C)O)[C@@H](O)[C@H]1O the results were ULK1 inh -10.
For COc1ccc(CCNc2nc(-c3csc4ccccc34)nc3c2ncn3CCN2CCCC2=O)cc1 the results were ASK1 inh -3 and ULK1 inh -73.
For c1ccc(-c2nc(-c3ccncc3)cc(N3CCC4(CC3)OCCO4)n2)cc1 the results were ULK1 inh -147.
O=C(Nc1ccc2c(c1)OCO2)c1cccc(Nc2ccc(-n3ccnc3)cc2)c1 was read as ASK1 inh -5 and ULK1 inh 3.
For O=C1CCCN1CCn1cnc2c(NC3CC3)nc(NC3CCN(Cc4ccccc4)CC3)nc21 the results were ASK1 inh -2 and ULK1 inh 0.
`NC(C(=O)Nc1nc2ccc(-c3cn[nH]c3)cc2s1)c1ccc(Cl)cc1` (centres undefined) gave ASK1 inh -13 and ULK1 inh 11.
`CCOC(COc1ccc(C(=O)c2ccccc2)cc1)OCC` gave ULK1 inh 8.
Cc1ncn(-c2ccc(Nc3ncc4cccc(-n5cccn5)c4n3)cc2)n1 was read as ASK1 inh -23 and ULK1 inh 45*.
Cc1nc(C)n(-c2ccc(Nc3nccc(-c4cncc5ccccc45)n3)cc2)n1 was read as ASK1 inh 21 and ULK1 inh -3.
Screening O=C(Nc1ccc(Oc2ccccc2)cc1)c1ccc2nc(-c3cccs3)sc2c1 returned ASK1 inh 8 and ULK1 inh -6.
`N#CCCNc1ncc(-c2ccc(Cl)cc2)cn1` gave ULK1 inh 4.
Screening O=C(NCCOc1ccccc1)c1ccnc(NCc2ccc3c(c2)OCO3)c1 returned ASK1 inh -11 and ULK1 inh -2.
O=C(NCCc1ccc(O)c(O)c1)C12CC3CC(CC(C3)C1)C2 was read as ULK1 inh -1.
For CCCNC(=O)c1cnc(-c2ccc(C(=O)N3CCN(C)CC3)cc2)s1 the results were ASK1 inh 3 and ULK1 inh 3.
For COc1ccc(CCNC(=O)c2cccc(-c3cccc(N)c3)n2)cc1 the results were ASK1 inh -12 and ULK1 inh -3.
For CCOC(=O)C(C#N)=C(c1ccccc1)c1ccccc1 the results were ULK1 inh 6.
Screening O=C1CCCN1CCn1cnc2c(NCc3nc4ccccc4[nH]3)nc(-c3ccc(N4CCOCC4)nc3)nc21 returned ASK1 inh -10 and ULK1 inh 19.
CCCNc1nc(-c2ccc(C(=O)NC3CC3)cc2)ncc1C was read as ASK1 inh -4 and ULK1 inh 0.
`COc1ccc(-c2nc3c(NCCCN4CCCC4=O)ncnc3n2C(C)C)cc1` gave ASK1 inh 2 and ULK1 inh 5.
Screening Cn1nccc1Nc1ccc(N2CCC(C(=O)NCc3nc4ccccc4[nH]3)CC2)nn1 returned ASK1 inh -11 and ULK1 inh -4.
COc1cc(Nc2cc(-c3ccc(N4CCOCC4)nc3)ncn2)cc(OC)c1OC was read as ASK1 inh 7 and ULK1 inh 4.
COc1ccc(-c2cc(NC3CC3)nc(N)n2)cn1 was read as ASK1 inh 1 and ULK1 inh 10.
For Cc1cnc(NCc2cccnc2)nc1NCc1cccc(C(F)(F)F)c1 the results were ASK1 inh -4 and ULK1 inh -2.
Screening c1ccc(-c2nc(NC3CCCCC3)cc(-c3cccnc3)n2)nc1 returned ULK1 inh 6.
Screening O=C(NCc1nc2ccccc2[nH]1)c1csc(N2CCC(N3CCOCC3)CC2)n1 returned ASK1 inh -19 and ULK1 inh 11.
Screening CCOc1ccc(-c2cc(=O)c3ccc(NC(=O)c4ccco4)cc3o2)cc1 returned ULK1 inh -1.
For Cc1ccc(NC(=O)C2CC(O)CN2C(=O)OCc2ccccc2)cc1 (centres undefined) the results were ULK1 inh 0.
`CC1(C)Cc2cccc(OCC(=O)NCC3CCCO3)c2O1` (centres undefined) gave ULK1 inh 6.
`c1ccc2[nH]c(CNc3nc(N4CCN(Cc5ccc6c(c5)OCO6)CC4)nc4nc[nH]c34)nc2c1` gave ASK1 inh 4 and ULK1 inh 0.
CO[C@@H]1[C@@H](OC(=O)c2ccc(C)[nH]2)[C@@H](O)C(Oc2ccc3c(O)c(NC(=O)c4[nH]cc(C(=O)Nc5c(O)c6ccc(OC7OC(C)(C)[C@@H](OC)[C@H](OC(=O)c8ccc(C)[nH]8)[C@@H]7O)c(C)c6oc5=O)c4C)c(=O)oc3c2C)OC1(C)C (some centres undefined) was read as ULK1 inh 6.
Screening O=C(NCc1cccc(C(F)(F)F)c1)C1CCN(c2ccc(NCc3cccnc3)nn2)CC1 returned ASK1 inh -3 and ULK1 inh -3.
For Cc1nn(C(=O)COc2ccc(F)cc2)c(C)c1S(=O)(=O)N1CCCC1 the results were ULK1 inh -4.
COc1cc2nc(NCc3ccc4c(c3)OCO4)nc(Nc3ccccc3)c2cc1OC was read as ASK1 inh -2 and ULK1 inh -22.
Screening c1ccc(Nc2ccnc(NCCN3CCOCC3)n2)cc1 returned ASK1 inh -11 and ULK1 inh -18.
